Source: PubChem BioAssay
3CLpro inhibitor: SARS-CoV 3CLpro protease inhibition; P0C6X7; recombinant SARS-CoV 3CLpro, quenched FRET peptide cleavage; inhibition, % at 6 µM; actives 0.14% (n = 290,000); in the data active = inhibition above about 12%
UGM FP inh: Mtb UDP-galactopyranose mutase inhibition | P9WIQ1 | purified UGM, fluorescence polarization probe displacement | inhibition, % at 10 µM | actives 0.06% (n = 320,000) | AID 504406; in the data active = inhibition above about 10%, passing the limit was not always enough
VHR inh abs: blocks human VHR1 dual specificity phosphatase | P51452 | recombinant VHR phosphatase, pNPP absorbance | inhibition, % at 13.3 µM | actives 0.52% (n = 290,000) | AID 1654; in the data active = inhibition above about 50%; note: some compounds called inactive have numbers as strong as hits
Target sequence (P51452 whole entry, looked up): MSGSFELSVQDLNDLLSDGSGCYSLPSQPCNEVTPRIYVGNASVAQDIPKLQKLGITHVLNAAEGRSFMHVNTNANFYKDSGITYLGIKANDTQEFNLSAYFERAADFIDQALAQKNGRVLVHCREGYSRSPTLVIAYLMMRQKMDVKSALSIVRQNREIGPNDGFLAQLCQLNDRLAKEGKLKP
Vc quorum ag: induces V. cholerae light production without autoinducers. V. cholerae BH1578 lux reporter, luminescence, 6 h. activation, % at 18.7 µM. actives 0.16% (n = 350,000); in the data active = activation mostly above about 9.7%, no sharp cut-off; note: not every result past the cut was called active; inactives centre near 0; reference of the scale not given here
PriA SSB inh: blocks PriA binding to SSB C-terminal tail; inhibition, % at 33 µM; actives 0.6% (n = 430,000); AlphaScreen SSBct-PriA binding, biotinylated peptide; in the data active = inhibition mostly above about 37%, no sharp cut-off; inactive = mostly below about 20%;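 note: plate controls were negative control peptide for no effect and reference peptide for full effect; strong numbers were not always called active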
FBA Mtb inh: inhibitors of M. tuberculosis fructose-bisphosphate aldolase; inhibition, % at 1 µM; actives 2.3% (n = 360,000); purified M. tuberculosis FBA, fluorescence read-out; P9WQA3; in the data active = inhibition above about 27%;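 note: 0% = vehicle and 100% = reference inhibitor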
Target sequence (P9WQA3 whole entry, looked up): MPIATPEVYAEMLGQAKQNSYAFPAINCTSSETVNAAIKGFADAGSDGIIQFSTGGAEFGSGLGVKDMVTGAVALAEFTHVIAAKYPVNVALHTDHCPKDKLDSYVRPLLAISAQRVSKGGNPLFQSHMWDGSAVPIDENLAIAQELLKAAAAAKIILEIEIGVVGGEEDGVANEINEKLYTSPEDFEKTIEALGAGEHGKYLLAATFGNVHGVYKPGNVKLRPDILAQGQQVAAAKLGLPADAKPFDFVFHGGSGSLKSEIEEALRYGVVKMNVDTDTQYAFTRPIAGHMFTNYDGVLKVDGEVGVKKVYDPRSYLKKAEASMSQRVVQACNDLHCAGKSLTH
Rv3671c inh: inhibitors of M. tuberculosis serine protease Rv3671c; inhibition, % at 5.96 µM; actives 0.048% (n = 320,000); AID 2606; P9WHR9; in the data active = inhibition above about 38%;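 note: extracellular domain of Rv3671c used as enzyme; 0% = enzyme with DMSO and 100% = no enzyme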
Target sequence (P9WHR9 whole entry, looked up, the tested form may be a part): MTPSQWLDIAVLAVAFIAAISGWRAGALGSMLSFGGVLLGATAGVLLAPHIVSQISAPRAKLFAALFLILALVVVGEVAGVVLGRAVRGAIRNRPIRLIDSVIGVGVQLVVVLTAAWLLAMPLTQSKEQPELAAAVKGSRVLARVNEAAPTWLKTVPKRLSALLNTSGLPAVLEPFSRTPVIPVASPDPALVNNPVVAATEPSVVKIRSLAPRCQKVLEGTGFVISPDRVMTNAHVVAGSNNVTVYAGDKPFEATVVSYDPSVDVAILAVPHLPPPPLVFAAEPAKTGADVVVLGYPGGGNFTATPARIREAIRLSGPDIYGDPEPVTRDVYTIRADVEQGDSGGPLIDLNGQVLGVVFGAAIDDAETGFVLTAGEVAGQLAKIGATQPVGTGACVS
GDH-TPI counter: GDH-TPI coupled enzyme inhibition counter-screen; GDH-TPI coupled enzyme counterscreen, NADH absorbance; inhibition, % at 4.8 µM; actives 1.2% (n = 360,000); AID 588335; in the data active = inhibition above about 30%;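 note: 0% = DMSO wells and 100% = wells lacking the enzyme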
Mtb BioA inh: BioA (M. tuberculosis) enzyme inhibition; purified M. tuberculosis BioA enzyme, plate reader; inhibition, % at 9.99 µM; actives 0.096% (n = 360,000); in the data active = inhibition above about 40%
MazEF act: activators of E. coli MazEF toxin-antitoxin RNase. FAM/BHQ RNA-DNA oligo cleavage fluorescence, 5 h. activation, % at 20 µM. P0AE70. actives 0.32% (n = 350,000); in the data active = activation above about 50%
Target sequence (P0AE70 whole entry, looked up): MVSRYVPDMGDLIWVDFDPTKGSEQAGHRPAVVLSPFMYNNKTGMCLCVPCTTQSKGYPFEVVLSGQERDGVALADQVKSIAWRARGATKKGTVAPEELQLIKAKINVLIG
The depositor's hits bear a star; i = inactive; · = no result given; & = joins results of further samples. The list is partial. The share of hits here may be higher or lower than overall.

SMILES	3CLpro inhibitor	UGM FP inh	VHR inh abs	Vc quorum ag	PriA SSB inh	FBA Mtb inh	Rv3671c inh	GDH-TPI counter	Mtb BioA inh	MazEF act
CCC(C)[C@H](NC(=O)OC(C)(C)C)C(=O)NCC1CCC(C(=O)N[C@@H](Cc2ccccc2)C(=O)O)CC1 (some centres undefined)	-8	0.4	3	-0.5	7	1	-2	3	-0.3	3
O=c1/c(=C/c2ccccc2)sc2nnc(-c3cccs3)n12	3	-0.6	26	-0.9	1	3	1	-5	-1.1	-14
CCCN(CC(=O)Nc1ccccc1OC)C(=O)c1ccc(=O)[nH]c1	1	-1.3	-46	-0.3	0	2	-10	-5	-2.3	-1
CC(C)=C1C2CCC1C1C(=O)N(NC(=O)COc3ccc(Cl)c(C)c3)C(=O)C21 (centres undefined)	1	3.1	13	-1.1	-15	-1	9	1	0.2	7
Cc1cccc(N(CC(=O)Nc2ccc(-c3nc4ccc(C)cc4s3)cc2)S(C)(=O)=O)c1	-5	-2.8	22	6.2	6	10	-30	21	-1.0	0
c1ccc2oc(SCc3cn4ccsc4n3)nc2c1	-11	-1.6	21	i	-11&7	2	-5	-7	3.8	0
CC(c1ccccc1C(=O)O)c1cc(F)cc2ccccc12 (centres undefined)	·	·	·	-0.1	3	2	·	8	-0.7	-4
COc1ccc(C(=O)NC2CCN(C(=S)Nc3cc(C)cc(C)c3)CC2)cc1	5	1.5	8	i	-1	-3	-5	-10	·	5
Cc1ccc(S(=O)(=O)NC(CC(=O)NC2CCCC2)c2ccco2)cc1 (centres undefined)	3	-0.9	67	i	-7	-4	9	0	-0.7	-8
Cc1[nH]c(=O)[nH]c(=O)c1S(=O)(=O)N1CCCC(C(=O)NCCc2ccc(Cl)cc2)C1 (centres undefined)	-4	-1.5	29	-0.7	-4	0	2	16	-1.2	7

An excerpt from above in order of SMILES length, lowest first:
SMILES	3CLpro inhibitor	UGM FP inh	VHR inh abs	Vc quorum ag	PriA SSB inh	FBA Mtb inh	Rv3671c inh	GDH-TPI counter	Mtb BioA inh	MazEF act
c1ccc2oc(SCc3cn4ccsc4n3)nc2c1	-11	-1.6	21	i	-11&7	2	-5	-7	3.8	0
CC(c1ccccc1C(=O)O)c1cc(F)cc2ccccc12 (centres undefined)	·	·	·	-0.1	3	2	·	8	-0.7	-4
O=c1/c(=C/c2ccccc2)sc2nnc(-c3cccs3)n12	3	-0.6	26	-0.9	1	3	1	-5	-1.1	-14
CC(C)=C1C2CCC1C1C(=O)N(NC(=O)COc3ccc(Cl)c(C)c3)C(=O)C21 (centres undefined)	1	3.1	13	-1.1	-15	-1	9	1	0.2	7
Cc1cccc(N(CC(=O)Nc2ccc(-c3nc4ccc(C)cc4s3)cc2)S(C)(=O)=O)c1	-5	-2.8	22	6.2	6	10	-30	21	-1.0	0
Cc1[nH]c(=O)[nH]c(=O)c1S(=O)(=O)N1CCCC(C(=O)NCCc2ccc(Cl)cc2)C1 (centres undefined)	-4	-1.5	29	-0.7	-4	0	2	16	-1.2	7
CCC(C)[C@H](NC(=O)OC(C)(C)C)C(=O)NCC1CCC(C(=O)N[C@@H](Cc2ccccc2)C(=O)O)CC1 (some centres undefined)	-8	0.4	3	-0.5	7	1	-2	3	-0.3	3

Additional records follow:
SMILES	3CLpro inhibitor	UGM FP inh	VHR inh abs	Vc quorum ag	PriA SSB inh	FBA Mtb inh	Rv3671c inh	GDH-TPI counter	Mtb BioA inh	MazEF act
Cc1ccc(OC(=O)c2ccc3c(=O)n4c(nc3c2)CCC4)cc1	·	·	·	-0.9	-12	-3	·	0	-0.2	-1
COc1cccc(C(=O)Oc2cc(-c3ccccc3)no2)c1	4	-0.5	16	i	-1	-1	-5	-5	0.7	8
COc1ccc(OC)c(NC(=O)NNC(=O)COc2ccc(-c3ccccc3)cc2)c1	3	-1.5	28	i	9	2	-7	-2	-0.9	1
COc1ccc(C(=NNc2ccccc2C(=O)O)c2ccc(OC)cc2)cc1	-3	-0.2	-7	-1.2	12	-2	3	26	4.7	-3
CCCc1cc2c(cc1NC(=O)c1ccc(C(C)(C)C)cc1)OCO2	-2	3.1	13	-0.2	-12	0	-12	12	-2.1	-5
CCc1cc(C(=O)Nc2nnc(C3CC3)s2)sc1C	·	-4.4	·	-1.7	-7	7	-12	24	-2.5	2
O=C(Nc1ccccc1)N1CCN(C(=O)Nc2ccccc2)CC1	4	-1.0	18	·	·	·	1	·	·	·
CC1S/C(=N\N=C\c2cccc([N+](=O)[O-])c2)N(C(C)(C)C)C1=O (centres undefined)	5	0.7	8	i	·	-1	-1	-3	·	6
CN(C)c1ccc(C=NCCC2(c3ccccc3)CCOC(C)(C)C2)cc1 (centres undefined)	3	·	-8	-0.4	7	0	-4	56*	-1.8	-17
CCOc1ccc(CCNC(=O)Cn2ncn3nc(-c4ccc(OC)cc4)cc3c2=O)cc1OCC	1	-1.6	8	-0.2	-5	-1	9	-8	-2.6	-20
CCC(c1nnnn1Cc1ccc(F)cc1)N(CCCO)Cc1cc2cc3c(cc2[nH]c1=O)OCO3 (centres undefined)	1	1.3	29	i	-14	13	3	35*	-2.4	6
Cc1ccc(N2C(=O)CC(Sc3nc(C)cc(C)n3)C2=O)cc1 (centres undefined)	3	1.1	21	-0.8	-11	4	-1	3	1.3	1
Cc1nnc(SCc2cc(=O)[nH]c(N3CCN(Cc4ccccc4)CC3)n2)s1	-7	-1.3	-19	i	-3	2	0	0	2.0	7
Cc1ccc(-c2csc(NC(=O)CCNC(=O)c3ccco3)n2)cc1	-1	-3.3	18	i	7	-1	-5	-8	·	4
Cc1ccc(C)c(S(=O)(=O)N2CCN(C(=O)c3ccnn3C)CC2)c1	-1	1.5	10	-0.1	-6	0	1	-4	-1.7	2
CCc1nnc(NC(=O)CSc2nnc(COc3ccc(C#N)cc3)n2-c2ccccc2)s1	-1	1.0	46	i	-32	-12	-10	3	4.8	2
COc1ccc(S(=O)(=O)Nc2ccc(N3CCOCC3)nc2)cc1	6	4.7	10	0.1	-9	-1	5	-2	0.1	-3
CC(C)Oc1ccc(C2CC(=O)N(c3cccc(C(=O)O)c3)C2=O)cc1 (centres undefined)	-3	-1.6	-5	2.1	-17	5	1	5	-0.5	-6
c1ccc2c(c1)CCCN2Cc1nnnn1CC1CCCO1 (centres undefined)	-12	4.5	4	-0.3	3	2	6	-3	-10	26
COc1ccc(-c2csc(NNC3=NCCCCC3)n2)cc1	2	-1.1	42	·	-8	·	-10	·	·	15
O=[N+]([O-])c1ccc(-c2ccc(/C=N/Nc3nc(N4CCCC4)nc(N4CCCC4)n3)o2)cc1	2	0.5	1	-0.5	·	5	8	6	·	-3
Cc1cc(N/N=C/c2ccc(O)c(C)c2O)nc(-c2ccccc2O)n1	2	1.7	-24	-0.1	·	6	8	32*	-2.3	12
COc1ccc(Br)c(C(=O)OCC(=O)Nc2cc(C)on2)c1	·	·	·	-0.5	·	2	·	-4	-0.4	0
CCCc1cc(C(=O)OCC(=O)N2CCN(c3ccc(OC)cc3)CC2)sc1C	·	2.0	·	i	16	-5	2	-15	-1.4	2
COc1ccc(Cl)cc1Nc1nc(-c2sc(NC(=O)C(C)(C)C)nc2C)cs1	3	-1.1	6	i	25	2	-11	9	4.0	-5
Cc1ccc(C(c2nnnn2C2CCCC2)N2CCN3CCCC3C2)cc1 (centres undefined)	4	-2.7	13	-0.4	-20	-1	-14	-5	·	-4
CCn1ccnc1CN(C)Cc1nc(Cc2cccc(C(F)(F)F)c2)no1	8	-2.0	34	i	-2	1	-9	4	·	-3
CCN(CC)S(=O)(=O)c1cccc(C(=O)N/N=C(\C)c2cccs2)c1	2	1.7	2	-0.4	·	1	0	5	0.5	6
CCCOc1ccc(C(=O)CCNC(Cc2c[nH]c3ccccc23)C(=O)O)cc1 (centres undefined)	4	0.0	2	-0.5	-6	0	-2	8	-0.1	-3
CN(C)c1ccc(NC(=O)CC2NCCNC2=O)cc1 (centres undefined)	3	-0.9	14	3.0	-8	4	-1	-10	-1.7	6
CC1CCC(C(C)C)C(OCC(O)CN2CCN(Cc3ccccc3)CC2)C1 (centres undefined)	-1	1.0	15	-0.4	-13	-1	4	0	·	-3
O=c1[nH]cccc1-c1nc2ccccc2n1Cc1ccccc1F	2	-1.3	5	i	-3	122*	7	5	·	4
Cc1cc(NC(=O)C(C)SCC(=O)Nc2ccc(SC(F)F)cc2)no1 (centres undefined)	0	-3.1	-2	i	-14	-1	7	-10	0.9	2
CC1CN(c2ccc([N+](=O)[O-])cc2C(=O)N2CCOCC2)CC(C)N1 (centres undefined)	3	-1.1	21	-4.1	5	-2	1	6	·	-1
O=C(Cc1cccs1)N=Nc1c(O)[nH]c2ccccc12	3	6.4	19	i	-2	-3	-1	14	0.3	8
Cc1n[nH]c(=O)n1-c1ccc(OC(F)(F)F)cc1	3	2.1	17	-1.0	-20	-2	-5	0	·	-2
CN1CCN(NC(=O)Nc2ccc([N+](=O)[O-])cc2)CC1	4	0.1	1	i	-10	-1	-3	9	1.3	0
O=S(=O)(NCc1cccnc1)c1ccc2c(c1)OCCO2	-1	-1.5	27	-0.3	2	0	2	-6	1.1	6
CCS(=O)(=O)N1CCN(C(=O)CC(C)C)CC1	-3	1.3	26	-0.4	-6	-1	4	5	·	3
Cc1ccc(OCC(=O)N(Cc2cccs2)C2CCS(=O)(=O)C2)cc1 (centres undefined)	-3	-2.5	-11	i	2	-1	14	1	0.4	2
O=C(Nc1ccc(S(=O)(=O)NCc2ccco2)cc1)C1CCCCC1	3	5.1	-4	i	-20	-1	-3	0	·	7
CC(C)c1ccc[n+](-c2nc([O-])sc2C=O)c1	3	-1.6	5	-1.1	-8	-1	-15	8	-1.6	-4
COC(=O)/C=C1/C(=O)N/C(=N\c2nc(C)cc(C)n2)N1c1ccc(OC)cc1	-1	-0.7	6	i	·	-2	-1	8	-3.3	-4
Cc1ccc2nc(-c3ccc(F)cc3)nc(SCC(=O)NCC3CCCO3)c2c1 (centres undefined)	4	-2.1	22	-0.3	-2	2	-1	-9	-1.5	1
COC1=CC(=O)C=C(OC)C1(O)CC(C)=O	·	·	·	-0.3	0	5	·	9	-2.7	5
O=C(NCc1ccco1)C1(S(=O)(=O)c2ccccc2)CC=CC1	-2	-2.8	6	-0.1	-12	-1	-4	-5	0.1	2
CN1CCN(CCCNC(=O)c2nnc(Cc3c(F)cccc3Cl)o2)CC1	5	-0.7	24	2.7	-17	4	1	6	12	-7
O=C(Nc1cccc(C(F)(F)F)c1)c1ccc2sc([C@@H]3O[C@H](CO)[C@H](O)[C@H](O)[C@H]3O)nc2c1	·	·	·	i	·	-4	·	-2	0.7	·
COCCCNCCOCCOc1ccc(C)cc1Br	9	·	5	-1.7	-5	4	-7	7	1.2	-8
O=C(Cc1cccs1)Nc1ccccc1	-1	1.4	19	-0.4	-5	1	·	4	-1.4	-3

The list continues.
SMILES	3CLpro inhibitor	UGM FP inh	VHR inh abs	Vc quorum ag	PriA SSB inh	FBA Mtb inh	Rv3671c inh	GDH-TPI counter	Mtb BioA inh	MazEF act
O=[N+]([O-])c1ccc(N(CC2CO2)S(=O)(=O)c2ccccc2)cc1 (centres undefined)	2	-2.0	11	-5.6	4	-3	-10	5	-1.1	4
COc1ccc(CNc2ccc3c(c2)nc(C)n3C)cc1OC	-2	0.8	33	-0.8	-13	3	0	3	-0.1	5
Oc1ccc(-c2nc(-c3ccc(O)c(O)c3)cs2)cc1	-4	-0.9	15	-0.3	-5	-2	7	-4	·	13
NS(=O)(=O)c1cc(C(=O)OCC(=O)NNC(=O)c2ccccc2)ccc1Cl	·	0.6	·	-0.1	-2	-2	5	-4	·	2
O=C(NNS(=O)(=O)c1ccccc1[N+](=O)[O-])c1ccccc1[N+](=O)[O-]	-2	-3.1	-11	-0.3	-11	2	1	-3	-0.8	14
Cc1cccc(OCC(=O)N2CCc3ccccc3C2)c1	-1	-2.1	11	i	-7	0	7	-7	1.4	6
COc1cc(/C=C/C(=O)NCc2ccccn2)cc(OC)c1OC	6	0.7	7	-0.3	7	18	15	3	6.2	6
Clc1ccccc1CSc1nnc(/C=C/c2ccccc2)o1	2	-0.7	27	i	-18	4	-9	9	0.5	6
Cc1[nH]n(-c2cccc(Cl)c2)c(=O)c1C=NC12CN3CN(CN(C3)C1)C2	2	-0.5	17	-1.2	-9	-2	5	13	-0.5	-2
Oc1ccc2ccccc2c1/C=N/Nc1ccccc1	2	0.8	8	-0.1	·	-10	6	0	·	-2
